RMI-FANCM inh: inhibitors of human RMI core complex binding to FANCM MM2 | Fluorescence polarization, RMI core complex with F-MM2 peptide; hits give low values | FP signal (polarization) at 33 µM | AID 1159607 | 0.58% of 70,000 active; in the data active = FP signal below about 40; also: inactives centre near 61; strong numbers were not always called active; unit not given here
Numbers without * were called inactive; & = joins results of further samples. This is a subset, so the mix of outcomes need not match the whole.

Results for CC(=O)OC[C@H]1O[C@@H](n2cnc3c(N)ncnc32)[C@@H]2OC(C)(C)O[C@@H]21 ?
RMI-FANCM inh: 61

What do the screens show for `CC(=O)N1CCc2ccc(NC(=O)c3cccc(F)c3)cc2C1`?
RMI-FANCM inh: 67

What do the screens show for `COc1cccc(NC(=O)CSc2nc3c(-c4ccccc4)c[nH]c3c(=O)n2C2CC2)c1`?
RMI-FANCM inh: 75

How did O=C1CN(C(=O)Cc2cccs2)c2ccccc2N1 do in these assays?
RMI-FANCM inh: 65

How did COc1ccc(OC)c2sc(N(CC3CCCO3)C(=O)c3ccn(C)n3)nc12 (stereo unspecified) do in these assays?
RMI-FANCM inh: 70

What do the screens show for `COC(=O)c1scc2c(SCc3ccccc3)cc(C(F)(F)F)nc12`?
RMI-FANCM inh: 54

Results for Cc1ccc(-c2ccc(N3CCN(C(=O)C4CCCC4)CC3)nn2)cc1C ?
RMI-FANCM inh: 72

What do the screens show for `CCOc1ccc2nc(NC(=O)c3cc(=O)c(OC)co3)sc2c1`?
RMI-FANCM inh: 64

How did Cc1cc(C(=O)Nc2cc(-c3ccccc3)nn2C)no1 do in these assays?
RMI-FANCM inh: 66

Results for NC(=O)c1c(NC(=O)CN2CCOCC2)sc2c1CCCCC2 ?
RMI-FANCM inh: 73

How did CCOC(=O)N1CCN(C(=O)c2cc(-c3sc(C)nc3C)[nH]n2)CC1 do in these assays?
RMI-FANCM inh: 65

What do the screens show for `O=C(Nc1ccccc1)n1nnc(C2CN(Cc3ccccc3)CN(Cc3ccccc3)C2)n1`?
RMI-FANCM inh: 55

How did COc1ccccc1CNC(=O)Cc1cn(Cc2ccc(F)cc2)c2ccccc12 do in these assays?
RMI-FANCM inh: 70

How did Cc1ccc(Cl)c2sc(N(CCN3CCOCC3)C(=O)c3ccc([N+](=O)[O-])s3)nc12 do in these assays?
RMI-FANCM inh: 55

How did COC(=O)Nc1nc(CC(=O)Nc2ccc(S(N)(=O)=O)cc2)cs1 do in these assays?
RMI-FANCM inh: 64

How did COc1ccc(Cn2cnc3c2c(=O)n(C)c(=O)n3C)cc1 do in these assays?
RMI-FANCM inh: 56

What do the screens show for `Cc1cc(C)cc(OCC(=O)NCCOc2cc(N3CCOCC3)ncn2)c1`?
RMI-FANCM inh: 60

What do the screens show for `CC1CN(Cc2ccccc2)c2nc3c(c(=O)n(CCN4CCCCC4)c(=O)n3C)n2C1` (stereo unspecified)?
RMI-FANCM inh: 71

How did COc1ccc(Cn2c3ccc(Cl)cc3c3nc4ccccc4nc32)cc1OC do in these assays?
RMI-FANCM inh: 56

How did CCOC(=O)c1c(NC(NC(=O)c2ccco2)C(=O)c2ccccc2)sc2c1CCCC2 (stereo unspecified) do in these assays?
RMI-FANCM inh: 56

Structures above containing fluorine, in the order listed:
What do the screens show for `CC(=O)N1CCc2ccc(NC(=O)c3cccc(F)c3)cc2C1`?
RMI-FANCM inh: 67

What do the screens show for `COC(=O)c1scc2c(SCc3ccccc3)cc(C(F)(F)F)nc12`?
RMI-FANCM inh: 54

How did COc1ccccc1CNC(=O)Cc1cn(Cc2ccc(F)cc2)c2ccccc12 do in these assays?
RMI-FANCM inh: 70

Next section
What do the screens show for `Oc1ccc(Br)cc1CNc1ccc(F)cc1`?
RMI-FANCM inh: 52

What do the screens show for `O=C(Nc1nnc(-c2ccno2)o1)c1ccc2ncsc2c1`?
RMI-FANCM inh: 74

Results for COc1ccc(Cl)cc1S(=O)(=O)NCC1CCN(Cc2ccco2)CC1 ?
RMI-FANCM inh: 72

What do the screens show for `Cc1cc(=O)[nH]c(-n2nc(C)c(CCC(=O)O)c2C)n1`?
RMI-FANCM inh: 72

Results for Cc1ccnc(N(C(=O)Nc2ccc(Cl)cc2)C2=NCC(C)S2)c1 (stereo unspecified) ?
RMI-FANCM inh: 56

How did CCCN1CCc2c(sc(NC(=O)c3ccc(S(=O)(=O)N4CCCC4)cc3)c2C(N)=O)C1 do in these assays?
RMI-FANCM inh: 120

Results for Cc1cc(=O)oc2cc(NS(=O)(=O)c3cccc4nonc34)ccc12 ?
RMI-FANCM inh: 61

How did CCOC(=O)c1cnc2ccc(C(F)(F)F)cn2c1=O do in these assays?
RMI-FANCM inh: 39

How did C=CCc1ccc(O)c(-c2ccc(O)c(CC=C)c2)c1 do in these assays?
RMI-FANCM inh: 59

Results for Cc1ccc(N2C(=O)C(Cc3ccccc3C)S/C2=C(\C#N)C(=O)NCc2ccco2)cc1 (stereo unspecified) ?
RMI-FANCM inh: 104

How did Cc1cc2cc(CCNC(=O)C3CCCC3)c(=O)[nH]c2cc1C do in these assays?
RMI-FANCM inh: 64

What do the screens show for `O=S(=O)(Cc1cccc(Cl)c1)N1CCOC(c2ccccc2)C1` (stereo unspecified)?
RMI-FANCM inh: 78

Results for Cn1c(=O)c2c(Cl)ccnc2n(C)c1=O ?
RMI-FANCM inh: 72

How did C=CCN1C(=O)/C(=C/c2ccccc2Cl)SC1=Nc1ccccc1 do in these assays?
RMI-FANCM inh: 59

What do the screens show for `COc1ccc(/C=C/C(=O)/C=C/c2ccc(OC)cc2)cc1`?
RMI-FANCM inh: 64

Results for CC(=O)O[C@@H]1CC2C(C)(C)C(=O)[C@@H]3O[C@@H]3[C@]2(C)C2CC[C@]3(C)C(=CC(=O)O[C@H]3c3ccoc3)[C@@]21C (stereo partly specified) ?
RMI-FANCM inh: 62

How did COCCn1c(SCc2nc(-c3cccc(Cl)c3)oc2C)nc2ccccc2c1=O do in these assays?
RMI-FANCM inh: 58

Results for CC(=O)N1CCc2ccc(NS(=O)(=O)c3ccc(F)cc3C)cc21 ?
RMI-FANCM inh: 67

How did O=S(=O)(Nc1ccccc1N1CCOCC1)c1ccc2c(c1)OCC2 do in these assays?
RMI-FANCM inh: 59

Results for O=C(Nc1nnc(-c2ccc(Br)cc2)o1)c1ccc(Cl)s1 ?
RMI-FANCM inh: 64

Entries listed so far containing a Cl atom, in the order listed:
How did Cc1ccc(Cl)c2sc(N(CCN3CCOCC3)C(=O)c3ccc([N+](=O)[O-])s3)nc12 do in these assays?
RMI-FANCM inh: 55

How did COc1ccc(Cn2c3ccc(Cl)cc3c3nc4ccccc4nc32)cc1OC do in these assays?
RMI-FANCM inh: 56

Results for COc1ccc(Cl)cc1S(=O)(=O)NCC1CCN(Cc2ccco2)CC1 ?
RMI-FANCM inh: 72

Results for Cc1ccnc(N(C(=O)Nc2ccc(Cl)cc2)C2=NCC(C)S2)c1 (stereo unspecified) ?
RMI-FANCM inh: 56

What do the screens show for `O=S(=O)(Cc1cccc(Cl)c1)N1CCOC(c2ccccc2)C1` (stereo unspecified)?
RMI-FANCM inh: 78

Results for Cn1c(=O)c2c(Cl)ccnc2n(C)c1=O ?
RMI-FANCM inh: 72

How did C=CCN1C(=O)/C(=C/c2ccccc2Cl)SC1=Nc1ccccc1 do in these assays?
RMI-FANCM inh: 59

How did COCCn1c(SCc2nc(-c3cccc(Cl)c3)oc2C)nc2ccccc2c1=O do in these assays?
RMI-FANCM inh: 58

Results for O=C(Nc1nnc(-c2ccc(Br)cc2)o1)c1ccc(Cl)s1 ?
RMI-FANCM inh: 64

(more compounds)
How did O=S(=O)(c1c(Cl)cccc1Cl)N1CCN(Cc2ccc3c(c2)OCO3)CC1 do in these assays?
RMI-FANCM inh: 56

Results for CSCCC(NC(=O)c1ccc(C(F)(F)F)cc1)c1n[nH]c(=S)n1C (stereo unspecified) ?
RMI-FANCM inh: 54

Results for O=C(NCC1CCN(Cc2cccs2)CC1)c1ccccc1C(F)(F)F ?
RMI-FANCM inh: 76

How did Cn1cnnc1SCC(=O)Nc1ccc(C(C)(C)C)cc1 do in these assays?
RMI-FANCM inh: 51

Results for O=c1cccnn1CCCNS(=O)(=O)c1ccc2c(c1)OCCO2 ?
RMI-FANCM inh: 61

What do the screens show for `COc1ccc([N+](=O)[O-])c(OC)c1C(=O)NCCCn1ccnc1`?
RMI-FANCM inh: 55

How did S=C(Nc1ccc(N2CCOCC2)nc1)Nc1cc(Cl)ccc1Cl do in these assays?
RMI-FANCM inh: 52

How did Cn1c(=O)c2c(ncn2CC(O)CN2CCN(c3cccc(Cl)c3)CC2)n(C)c1=O (stereo unspecified) do in these assays?
RMI-FANCM inh: 58

Results for COC(=O)c1sc(-c2ccc(Cl)cc2)cc1NC(=O)c1c(-c2ccccc2)noc1C ?
RMI-FANCM inh: 61

What do the screens show for `Cc1sc(NC(=O)/C=C/c2ccc([N+](=O)[O-])cc2)c(C#N)c1C`?
RMI-FANCM inh: 58

Results for O=C(COc1ccc(Cl)cc1)Nc1nnc(SCC(=O)Nc2cc(C(F)(F)F)ccc2Cl)s1 ?
RMI-FANCM inh: 61

What do the screens show for `CCN(CC)CCN(C(=O)c1cc(Cl)sc1Cl)c1nc2cc3c(cc2s1)OCO3`?
RMI-FANCM inh: 86

Results for Cn1c(=NC(=O)c2ccco2)sc2cc(Cl)cc(Cl)c21 ?
RMI-FANCM inh: 65

Results for CCCCOc1ccc(C(=O)NCCOc2ccccc2)cc1 ?
RMI-FANCM inh: 63

Results for Nc1c(-c2ccc(Cl)cc2)cnn1-c1ncc(C(F)(F)F)cc1Cl ?
RMI-FANCM inh: 52

How did CNc1nn(CC(=O)Nc2ccc(C)cc2)c(N)c1-c1nc(-c2ccccc2C)no1 do in these assays?
RMI-FANCM inh: 69

What do the screens show for `Cc1ccc(S(=O)(=O)Nc2ccc3c(c2)C(=O)NCCO3)cc1C`?
RMI-FANCM inh: 64

What do the screens show for `COc1cccc(-c2noc(C3CCN(S(=O)(=O)c4ccc(C)cc4)CC3)n2)c1OC`?
RMI-FANCM inh: 67

Results for c1ccc(-c2cccc(-c3ccccc3)n2)cc1 ?
RMI-FANCM inh: 53

What do the screens show for `COC(=O)Cn1c(=NC(=O)c2ccc(OC)cc2)sc2cc(NC(C)=O)ccc21`?
RMI-FANCM inh: 74

What do the screens show for `Cc1ccc(-n2c(-c3ccccc3)c[nH]c2=S)cc1`?
RMI-FANCM inh: 62

Results for COc1ccc(-c2noc(CSc3nc4ccsc4c(=O)n3Cc3ccccc3)n2)c(OC)c1 ?
RMI-FANCM inh: 73

Results for Cc1ccc(OCC(O)CNC2Cc3ccccc3C2)cc1C (stereo unspecified) ?
RMI-FANCM inh: 68

What do the screens show for `Cn1c(SCC(=O)N2CCN(c3ccccc3F)CC2)nc2c(-c3ccccc3)csc2c1=O`?
RMI-FANCM inh: 82

Results for O=C(O)CCCC(=O)n1cnc2ccccc21 ?
RMI-FANCM inh: 60

Results for COc1ccc(Cl)cc1C(=O)Oc1coc(CSc2nnc(NC(=O)C3CC3)s2)cc1=O ?
RMI-FANCM inh: 56

What do the screens show for `CN(C)C(C#N)c1ccccc1Cl` (stereo unspecified)?
RMI-FANCM inh: 69

How did CN1CCCc2cc(CCNC(=O)COc3ccc(Cl)cc3Cl)ccc21 do in these assays?
RMI-FANCM inh: 56

Results for O=C(Nc1ncn[nH]1)c1cccc(S(=O)(=O)N2CCOCC2)c1 ?
RMI-FANCM inh: 66

How did C=Cc1ccc(Cn2ccn(-c3cccc(Cl)c3C)c(=O)c2=O)cc1 do in these assays?
RMI-FANCM inh: 57

What do the screens show for `Cc1nc2ccc3nc(Nc4nc5c(F)cccc5s4)sc3c2s1`?
RMI-FANCM inh: -14

Results for CCCCC(=O)Nc1nc2ccc(OCC)cc2s1 ?
RMI-FANCM inh: 64

What do the screens show for `Cc1cccc(-n2ncc3c(=O)n4c(nc32)SCC4CC(=O)Nc2nccs2)c1` (stereo unspecified)?
RMI-FANCM inh: 109

What do the screens show for `Cn1c(=O)[nH]c(=O)c2c1nc(N1CCN(Cc3ccc(F)cc3)CC1)n2Cc1cccc2ccccc12`?
RMI-FANCM inh: 55

How did O=C(N/N=C\C=C\c1ccccc1)C(=O)Nc1ccc(F)cc1 do in these assays?
RMI-FANCM inh: 53

Results for O=C(Nc1ccc(F)cc1)Nc1nnc(C2CC2)s1 ?
RMI-FANCM inh: 46

What do the screens show for `Cc1ccccc1NC(=O)Nc1ccccc1N1CCCCC1`?
RMI-FANCM inh: 54

What do the screens show for `CCOC(=O)Cc1nn(Cc2nc(-c3ccc(C)cc3)cs2)c(=O)c2ccccc12`?
RMI-FANCM inh: 62

Results for Cc1ccc(-n2ncc3c(C)nn(Cc4ccccc4F)c(=O)c32)cc1C ?
RMI-FANCM inh: 57

Results for O=C1N/C(=N\NC(=O)c2ccncc2)CS1 ?
RMI-FANCM inh: 52

Results for Cc1cc(=O)[nH]c(-n2nc(C)cc2N)n1 ?
RMI-FANCM inh: 65

What do the screens show for `O=C(Nc1cccs1)N1CCC(c2nnc(C3CC3)s2)CC1`?
RMI-FANCM inh: 50

How did O=C(NCc1ccc2[nH]c3c(c2c1)CCCC3)c1cc(Br)ccc1Cl do in these assays?
RMI-FANCM inh: 62

Results for Cc1cc(C)c(S(=O)(=O)N2CCN(C(=O)c3ccc4c(c3)OCO4)CC2)c(C)c1 ?
RMI-FANCM inh: 63

What do the screens show for `Cc1[nH]cnc1C(=O)N/N=C\c1ccc([N+](=O)[O-])s1`?
RMI-FANCM inh: 58

What do the screens show for `CCOc1ccc(C(C)C)cc1S(=O)(=O)NCCn1nc(-c2cccnc2)ccc1=O`?
RMI-FANCM inh: 67

How did CCN1C(=O)C(C)(C)COc2ccc(NC(=O)COc3ccc(F)cc3)cc21 do in these assays?
RMI-FANCM inh: 69

Results for CSc1nc2ccc(NC(=O)CN3C(=O)c4ccccc4C3=O)cc2s1 ?
RMI-FANCM inh: 86

What do the screens show for `CC(C)(/C=N\NC(=O)c1ccncc1)CO`?
RMI-FANCM inh: 61

Results for O=C(Nc1ccc(OCc2ccccc2)cc1)OCC1CN(Cc2ccccc2)CCO1 (stereo unspecified) ?
RMI-FANCM inh: 61&60

Results for CC(C)c1ccc(S(=O)(=O)NCC(c2ccsc2)N2CCOCC2)cc1 (stereo unspecified) ?
RMI-FANCM inh: 69

Results for COc1cc(NC(=O)Nc2nccn(-c3cccc(Cl)c3)c2=O)cc(OC)c1 ?
RMI-FANCM inh: 82

How did COc1ccc(NC(=O)CSc2nc3c(sc(=S)n3-c3ccccc3)c(=O)[nH]2)cc1Cl do in these assays?
RMI-FANCM inh: 74

Results for O=C(NCc1cccs1)NCc1nnnn1-c1cccc(F)c1 ?
RMI-FANCM inh: 58

High-throughput results: PubChem BioAssay, Small Molecule Screening Facility, UW Madison
